# BioA inh – BioA (M. tuberculosis) enzyme inhibition; purified M. tuberculosis BioA enzyme, plate reader; inhibition, % at 9.99 µM; hit rate 0.096% among 360,000; AID 602481; in the data active = inhibition above about 40%
# Starred values were filed as active, the others as inactive. These rows are one share of the data. The share of hits here may be higher or lower than overall.
SMILES,BioA inh
C[C@H]1CN([C@@H](C)CO)C(=O)c2cc(C#CC3CCCCC3)cnc2O[C@H]1CN(C)C(=O)Nc1ccccc1,3.9
CN1C[C@@H](O)COC[C@H]2O[C@@H](CC(=O)NC3CCC3)CC[C@@H]21,-0.1
CCCC(=O)Nc1ccc2c(c1)C(=O)N(C)C[C@@H](OC)[C@H](C)CN(CCC(F)(F)F)[C@@H](C)CO2,-0.2
CCC(=O)N1CC[C@@H]2[C@H](CO)Nc3ccc(-c4ccccc4)cc3[C@@H]21,21
CNC(=O)C[C@H]1CC[C@@H]2[C@@H](COc3ccc(NC(=O)C4CCCCC4)cc3C(=O)N2C)O1,-1.1
C[C@H]1CCCCO[C@H](CN(C)Cc2ccc3c(c2)OCO3)[C@@H](C)CN([C@@H](C)CO)C(=O)c2cc(NS(=O)(=O)c3cn(C)cn3)ccc2O1,3.1
COc1ccc(S(=O)(=O)N(C)C[C@H]2Oc3ccc(NS(=O)(=O)c4ccc(C)cc4)cc3CC(=O)N([C@@H](C)CO)C[C@H]2C)cc1,1.8
CC(=O)N(C)C[C@H]1Oc2cc(C#CC3CC3)ccc2S(=O)(=O)N([C@H](C)CO)C[C@H]1C,-12
C[C@@H]1CN([C@H](C)CO)C(=O)Cc2cc(NC(=O)CCN3CCOCC3)ccc2O[C@@H]1CN(C)C(=O)Nc1ccccc1,-0.5
CC(C)C#Cc1cnc2c(c1)C(=O)N([C@H](C)CO)C[C@@H](C)[C@H](CN(C)Cc1ccccn1)O2,-0.4
CC(C)NC(=O)N(C)C[C@@H]1Oc2c(NS(=O)(=O)c3cccs3)cccc2C(=O)N([C@H](C)CO)C[C@H]1C,-0.9
CO[C@H]1CN(C)C(=O)c2ccc(NS(C)(=O)=O)cc2OC[C@@H](C)N(CC2CCCCC2)C[C@H]1C,-0.4
COCC(=O)Nc1ccc2c(c1)C(=O)N(C)[C@@H]1CC[C@@H](CC(=O)Nc3cn(C)nc3C)O[C@H]1CO2,-4.2
Cc1ccc(S(=O)(=O)N(C)C[C@H]2Oc3ccc(NC(=O)Cc4cn(C)c5ccccc45)cc3C(=O)N([C@@H](C)CO)C[C@H]2C)cc1,-4.1
CO[C@H]1CN(C)C(=O)c2cc(NC(=O)C3CCOCC3)ccc2OC[C@@H](C)N(Cc2cccnc2)C[C@@H]1C,-2.2

# Arranged by count of non-hydrogen atoms (high to low): some entries from above
SMILES,BioA inh
C[C@H]1CCCCO[C@H](CN(C)Cc2ccc3c(c2)OCO3)[C@@H](C)CN([C@@H](C)CO)C(=O)c2cc(NS(=O)(=O)c3cn(C)cn3)ccc2O1,3.1
Cc1ccc(S(=O)(=O)N(C)C[C@H]2Oc3ccc(NC(=O)Cc4cn(C)c5ccccc45)cc3C(=O)N([C@@H](C)CO)C[C@H]2C)cc1,-4.1
COc1ccc(S(=O)(=O)N(C)C[C@H]2Oc3ccc(NS(=O)(=O)c4ccc(C)cc4)cc3CC(=O)N([C@@H](C)CO)C[C@H]2C)cc1,1.8
C[C@@H]1CN([C@H](C)CO)C(=O)Cc2cc(NC(=O)CCN3CCOCC3)ccc2O[C@@H]1CN(C)C(=O)Nc1ccccc1,-0.5
C[C@H]1CN([C@@H](C)CO)C(=O)c2cc(C#CC3CCCCC3)cnc2O[C@H]1CN(C)C(=O)Nc1ccccc1,3.9
CC(C)NC(=O)N(C)C[C@@H]1Oc2c(NS(=O)(=O)c3cccs3)cccc2C(=O)N([C@H](C)CO)C[C@H]1C,-0.9
COCC(=O)Nc1ccc2c(c1)C(=O)N(C)[C@@H]1CC[C@@H](CC(=O)Nc3cn(C)nc3C)O[C@H]1CO2,-4.2
CCCC(=O)Nc1ccc2c(c1)C(=O)N(C)C[C@@H](OC)[C@H](C)CN(CCC(F)(F)F)[C@@H](C)CO2,-0.2
CNC(=O)C[C@H]1CC[C@@H]2[C@@H](COc3ccc(NC(=O)C4CCCCC4)cc3C(=O)N2C)O1,-1.1
CC(=O)N(C)C[C@H]1Oc2cc(C#CC3CC3)ccc2S(=O)(=O)N([C@H](C)CO)C[C@H]1C,-12

# (continued)
SMILES,BioA inh
CCCNC(=O)N(C)C[C@H]1Oc2cc(-c3ccccc3F)ccc2S(=O)(=O)N([C@H](C)CO)C[C@@H]1C,2.5
CC(C)NC(=O)Nc1ccc2c(c1)C(=O)N([C@H](C)CO)C[C@@H](C)[C@H](CN(C)S(=O)(=O)c1cccs1)O2,7.2
CNC(=O)C[C@H]1CC[C@H]2[C@H](COc3ccc(NC(=O)c4cccs4)cc3C(=O)N2C)O1,0.8
COc1cccc(NC(=O)N(C)C[C@@H]2Oc3cc(C#Cc4ccccc4)ccc3S(=O)(=O)N([C@@H](C)CO)C[C@@H]2C)c1,-1.2
CO[C@@H]1CN(C)C(=O)c2cc(NC(=O)Nc3cccc(F)c3)ccc2OC[C@@H](C)N(C(=O)C2CC2)C[C@@H]1C,5.9
Cc1cc(C(=O)Nc2cccc3c2O[C@@H](CN(C)S(=O)(=O)c2c(C)noc2C)[C@@H](C)CN([C@@H](C)CO)C3=O)n(C)n1,-2.0
C[C@@H]1CCCCO[C@H](CN(C)Cc2ccc(C(=O)O)cc2)[C@H](C)CN([C@@H](C)CO)C(=O)c2cc(NS(=O)(=O)c3ccccc3)ccc2O1,-0.1
CCC(=O)N1[C@H](CO)[C@@H]2c3ccccc3N(C(=O)Nc3ccccc3Cl)C[C@@H]21,3.9
C[C@@H]1CCCCO[C@@H](CN(C)C(=O)Nc2ccc3c(c2)OCO3)[C@H](C)CN([C@@H](C)CO)C(=O)c2cc(NC(=O)NC3CCCCC3)ccc2O1,0.7
CCCC(=O)Nc1ccc2c(c1)C(=O)N(C)[C@H]1CC[C@@H](CC(=O)OC)O[C@H]1CO2,11
O=C(Nc1ccc2c(c1)[C@@H]1C[C@H](CC(=O)N3CCOCC3)O[C@H](CO)[C@@H]1O2)c1ccc2c(c1)OCO2,1.9
OC[C@H]1[C@H](c2ccc(-c3cccc(F)c3)cc2)[C@@H]2CN(CCC(F)(F)F)CCCCN12,2.8
C[C@@H]1CN([C@@H](C)CO)C(=O)c2cc(-c3ccc(F)cc3)cnc2O[C@@H]1CN(C)C(=O)Nc1ccc(F)cc1,2.5
C[C@@H]1CN([C@@H](C)CO)S(=O)(=O)c2ccc(-c3ccccc3)cc2O[C@H]1CN(C)C(=O)c1ccccc1F,4.5
CN(C)C(=O)C[C@@H]1CC[C@H]2[C@@H](COC[C@@H](O)CN2C(=O)c2ccncc2)O1,-2.4
C[C@H](CO)N1C[C@H](C)[C@H](CN(C)S(=O)(=O)c2cccs2)Oc2c(NC(=O)Nc3ccccc3)cccc2C1=O,-0.5
CN(C)C(=O)C[C@@H]1C[C@H]2c3cc(NS(=O)(=O)c4ccc(F)cc4)ccc3O[C@H]2[C@@H](CO)O1,-0.5
C[C@@H](O)C#Cc1ccc([C@H]2[C@@H](CO)N3CCCCN(C(=O)c4cccc(F)c4)C[C@@H]23)cc1,0.1
O=C(NC[C@@H]1[C@@H](c2ccccc2)[C@@H](CO)N1Cc1ccccn1)C1CCCC1,11
C[C@H]1CN([C@@H](C)CO)S(=O)(=O)c2ccc(-c3ccc(F)cc3)cc2O[C@@H]1CN(C)Cc1ccccc1C(=O)O,3.1
CCC(=O)N(C)C[C@@H]1[C@@H](c2ccc(C3=CCCCC3)cc2)[C@H](CO)N1C(=O)CC,-1.3
C[C@H]1CN([C@@H](C)CO)C(=O)c2cc(C3=CCCCC3)cnc2O[C@@H]1CN(C)Cc1ccc(C(=O)O)cc1,1.8
CO[C@H]1CN(C)C(=O)c2cc(NC(=O)C3CC3)ccc2OC[C@@H](C)N(CCc2ccccc2)C[C@@H]1C,3.2
C[C@H](CO)N1C[C@H](C)[C@H](CN(C)S(=O)(=O)c2cccs2)OCCCC[C@H](C)Oc2ccc(NC(=O)Cc3ccccc3)cc2C1=O,-3.9
COc1ccc(C#Cc2ccc3c(c2)[C@@H]2[C@@H](CCN2C(C)=O)[C@H](CO)N3C)cc1,-1.2
Cc1noc(C)c1S(=O)(=O)N(C)C[C@@H]1Oc2ccc(NS(C)(=O)=O)cc2CC(=O)N([C@@H](C)CO)C[C@H]1C,0.7
C[C@@H]1CCCCO[C@@H](CN(C)S(=O)(=O)c2cccs2)[C@H](C)CN([C@@H](C)CO)C(=O)c2cc(NC(=O)c3ccccc3)ccc2O1,-5.2
C[C@@H]1CCCCO[C@H](CN(C)Cc2ccc3c(c2)OCO3)[C@@H](C)CN([C@H](C)CO)C(=O)c2cc(NC(=O)c3ccncc3)ccc2O1,-4.9
COc1ccc(NC(=O)Nc2ccc3c(c2)C(=O)N([C@H](C)CO)C[C@@H](C)[C@H](CN(C)S(=O)(=O)c2ccc(OC)cc2)OCCCC[C@@H](C)O3)cc1,2.3
CNC(=O)C[C@H]1CC[C@@H]2[C@@H](COc3ccc(NC(=O)c4ccccc4F)cc3C(=O)N2C)O1,-0.3
C[C@@H]1CCCCO[C@H](CN(C)Cc2ccc3c(c2)OCO3)[C@H](C)CN([C@@H](C)CO)C(=O)c2cc(NS(=O)(=O)c3cn(C)cn3)ccc2O1,1.8
Cc1cccc(S(=O)(=O)N2CC[C@@H]3[C@H](CO)Nc4ccc(-c5ccccc5F)cc4[C@@H]32)c1,14
CCCN1C[C@@H](C)[C@H](OC)CN(C)C(=O)c2cc(NC(=O)c3cnccn3)ccc2OC[C@H]1C,1.3
COC(=O)C[C@@H]1CC[C@@H]2[C@H](COc3ccc(NC(=O)c4cnccn4)cc3C(=O)N2C)O1,19
Cc1noc(C)c1S(=O)(=O)Nc1ccc2c(c1)C(=O)N([C@H](C)CO)C[C@H](C)[C@H](CN(C)S(=O)(=O)c1cccs1)OCCCC[C@@H](C)O2,-4.3
COc1cccc(C#Cc2ccc3c(c2)O[C@H](CN(C)C(=O)c2ccccn2)[C@@H](C)CN([C@H](C)CO)S3(=O)=O)c1,-0.8
C[C@@H]1CCCCO[C@H](CN(C)C(=O)Nc2ccc(C(F)(F)F)cc2)[C@@H](C)CN([C@@H](C)CO)C(=O)c2cc(NC(=O)Nc3ccc(C(F)(F)F)cc3)ccc2O1,-2.1
COCC(=O)Nc1ccc2c(c1)[C@@H]1C[C@@H](CC(=O)N3CCCCC3)O[C@H](CO)[C@@H]1O2,-0.9
O=C(C[C@H]1CC[C@@H]2[C@H](COC[C@@H](O)CN2S(=O)(=O)c2cccc(Cl)c2)O1)NCCCN1CCOCC1,0.2
CCCNC(=O)N(C)C[C@@H]1Oc2ncc(C3=CCCC3)cc2C(=O)N([C@@H](C)CO)C[C@H]1C,-2.8
CO[C@@H]1CN(C)C(=O)c2ccc(NC(=O)c3ccc(F)cc3)cc2OC[C@H](C)N(C(=O)CC2CC2)C[C@H]1C,-0.9
COc1ccc(NC(=O)Nc2cccc3c2O[C@@H](CN(C)C(=O)Nc2cccc4ccccc24)[C@H](C)CN([C@H](C)CO)C3=O)cc1,-1.2
CC(=O)NC[C@H]1[C@H](c2ccc(-c3cccc(F)c3)cc2)[C@H](CO)N1C(C)=O,6.4
CCCNC(=O)Nc1ccc2c(c1)OC[C@H](C)N(CCC(F)(F)F)C[C@@H](C)[C@H](OC)CN(C)C2=O,1.3
C[C@H](CO)N1C[C@H](C)[C@@H](CN(C)Cc2ccc(Oc3ccccc3)cc2)Oc2ccc(NC(=O)Nc3ccc(C(F)(F)F)cc3)cc2CC1=O,-2.9
CN1C(=O)c2cc(NS(=O)(=O)c3cccc(F)c3)ccc2OC[C@@H]2O[C@@H](CC(=O)N3CCc4ccccc4C3)CC[C@@H]21,1.5
O=C(C[C@@H]1C[C@@H]2c3cc(NC(=O)C4CCC4)ccc3O[C@@H]2[C@H](CO)O1)NC1CCCCC1,-2.2
C[C@@H]1CN([C@@H](C)CO)C(=O)c2cc(NC(=O)CCN3CCOCC3)ccc2O[C@@H]1CN(C)C(=O)Nc1ccc(C(F)(F)F)cc1,1.3
C/C=C/c1ccc([C@H]2[C@@H](CNC(=O)NC(C)C)N(C(=O)C3CCC3)[C@H]2CO)cc1,-3.3
COc1ccc(NC(=O)N(C)C[C@@H]2OCCCC[C@H](C)Oc3ccc(NC(=O)c4ccncc4)cc3C(=O)N([C@@H](C)CO)C[C@H]2C)cc1,-7.4
Cc1noc(C)c1S(=O)(=O)N(C)C[C@H]1OCCCC[C@@H](C)Oc2ccc(NC(=O)Nc3ccc4c(c3)OCO4)cc2C(=O)N([C@@H](C)CO)C[C@H]1C,0.8
C[C@@H]1CN([C@H](C)CO)C(=O)c2cc(NC(=O)CCC(F)(F)F)ccc2O[C@@H](C)CCCCO[C@H]1CN(C)C(=O)c1ccncc1,-0.5
COc1ccc(S(=O)(=O)N2C[C@H](O)COC[C@@H]3O[C@@H](CC(=O)NCCN4CCCCC4)CC[C@H]32)cc1,0.2
CCCNC(=O)N1[C@H](CO)[C@H](c2ccc(-c3ccccc3)cc2)[C@H]1CNC(C)=O,-3.3
C[C@@H]1CN([C@H](C)CO)C(=O)Cc2cc(NC(=O)CCC(F)(F)F)ccc2O[C@@H]1CN(C)S(=O)(=O)c1cn(C)cn1,0.5
CCCC(=O)Nc1ccc2c(c1)C(=O)N(C)[C@H]1CC[C@@H](CC(=O)NCC(F)(F)F)O[C@H]1CO2,4.3
COc1cccc(S(=O)(=O)N2C[C@@H](O)COC[C@@H]3O[C@@H](CC(=O)N4CCN(c5ccccc5)CC4)CC[C@H]32)c1,0.4
CO[C@@H]1CN(C)C(=O)c2ccc(NC(=O)c3cnccn3)cc2OC[C@H](C)N(C)C[C@@H]1C,-0.3
COc1ccc(-c2ccc3c(c2)[C@@H]2[C@@H](CCN2C(=O)c2ccc(F)cc2)[C@H](CO)N3C)cc1,0.2
CCNC(=O)C[C@@H]1CC[C@H]2[C@@H](COc3ccc(NC(=O)Nc4cccc(OC)c4)cc3C(=O)N2C)O1,1.7
# (cont.)
SMILES,BioA inh
C/C=C/c1ccc2c(c1)O[C@@H](CN(C)C(=O)C1CC1)[C@H](C)CN([C@H](C)CO)S2(=O)=O,6.6
CC(C)C#Cc1ccc2c(c1)O[C@@H](CN(C)C(=O)C1CCCCC1)[C@H](C)CN([C@@H](C)CO)S2(=O)=O,2.7
CCCNC(=O)C[C@H]1C[C@@H]2c3cc(NS(=O)(=O)c4ccccc4)ccc3O[C@@H]2[C@@H](CO)O1,0.2
C[C@H]1CCCCO[C@@H](CN(C)Cc2ccc3c(c2)OCO3)[C@@H](C)CN([C@@H](C)CO)C(=O)c2cc(NC(=O)Nc3cccc4ccccc34)ccc2O1,-2.7
